Bioassay records: PubChem, several laboratories
M5 antag – CHRM5 antagonism in calcium assay; AID 624040; CHO-hM5 cells, Fluo-8 calcium fluorescence, ACh EC80; inhibition, % at 3 µM; actives 0.59% (n = 360,000);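 active = inhibition above a per-plate cutoff, the mean of that plate's test compounds plus 3 SD, cut at about 27% in these data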;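 also: 0% = acetylcholine EC80 with DMSO and 100% = DMSO without agonist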
Target sequence (P08912 whole entry, looked up): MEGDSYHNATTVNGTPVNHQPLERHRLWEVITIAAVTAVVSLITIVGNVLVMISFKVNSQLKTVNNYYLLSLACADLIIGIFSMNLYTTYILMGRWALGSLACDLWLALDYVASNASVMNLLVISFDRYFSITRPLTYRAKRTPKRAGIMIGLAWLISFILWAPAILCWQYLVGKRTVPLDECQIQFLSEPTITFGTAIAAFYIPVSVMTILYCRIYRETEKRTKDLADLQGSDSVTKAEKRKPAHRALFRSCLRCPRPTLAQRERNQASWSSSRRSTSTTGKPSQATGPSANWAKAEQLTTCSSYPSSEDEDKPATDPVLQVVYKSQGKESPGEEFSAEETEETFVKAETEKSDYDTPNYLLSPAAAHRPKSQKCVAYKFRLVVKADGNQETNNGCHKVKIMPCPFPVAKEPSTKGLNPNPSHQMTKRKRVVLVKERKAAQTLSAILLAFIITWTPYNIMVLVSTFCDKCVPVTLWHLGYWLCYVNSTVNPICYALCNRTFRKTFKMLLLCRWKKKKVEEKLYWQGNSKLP
M5 ag – CHRM5 agonism in calcium assay. P08912. CHO-K1 hM5 cells, Fluo-8 calcium fluorescence; 0% DMSO wells, 100% maximal acetylcholine response. activation, % at 3 µM. actives 0.19% (n = 360,000). AID 624037;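 active = activation above the run's mean over test compounds plus 3 SD, cut at about 23% in these data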;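 also: signal is peak over basal fluorescence ratio across the kinetic read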
M4 ag – agonists of human muscarinic M4 receptor (CHRM4); actives 0.14% (n = 360,000); AID 624127; activation, % at 3 µM; P08173; CHO-K1 hM4/Gqi5, Fluo-8 calcium fluorescence; vehicle 0%, full acetylcholine response 100%;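 active = activation above the run mean over all test wells plus 3 SD, cut at about 32% in these data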;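 also: peak over basal fluorescence ratio per well then scaled between controls; 0% = DMSO wells and 100% = acetylcholine at EC100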
Target sequence (P08173 whole entry, looked up): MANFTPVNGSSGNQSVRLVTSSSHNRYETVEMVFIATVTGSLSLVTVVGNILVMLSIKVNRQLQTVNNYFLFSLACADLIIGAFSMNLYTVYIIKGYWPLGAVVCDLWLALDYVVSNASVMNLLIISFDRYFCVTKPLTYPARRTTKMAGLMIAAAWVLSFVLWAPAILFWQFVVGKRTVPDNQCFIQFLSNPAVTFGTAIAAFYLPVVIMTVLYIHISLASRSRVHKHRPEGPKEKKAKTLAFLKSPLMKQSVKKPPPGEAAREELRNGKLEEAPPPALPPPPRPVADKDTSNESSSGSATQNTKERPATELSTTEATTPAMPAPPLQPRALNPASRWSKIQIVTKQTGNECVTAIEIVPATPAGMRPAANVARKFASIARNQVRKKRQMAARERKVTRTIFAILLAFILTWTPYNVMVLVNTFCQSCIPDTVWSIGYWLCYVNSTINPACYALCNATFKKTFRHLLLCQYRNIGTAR
CRFBP-R2 block – CRF-BP/CRF-R2 complex antagonism | HEK293 CRF-R2/CRF-BP, CRF-induced calcium fluorescence | inhibition, % at 11.8 µM | actives 0.59% (n = 350,000) | AID 588475;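 active = inhibition of the ligand-induced calcium signal above about 50% at the single tested concentration, limit read from the data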
CRFR2-BP ag – agonists of human CRF-binding protein/CRF-R2 receptor complex | actives 0.46% (n = 350,000) | HEK293 CRF-R2/CRF-BP, calcium dye fluorescence (FLIPR); percent of saturating CRF peptide response | activation, % at 13.2 µM;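 active = activation of at least 50%, plus an integration ratio under a set limit after plate pattern correction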;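 also: plate controls were neutral control wells without compound for no effect and CRF at EC100 for full effect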
CHRM1 PAM – potentiates human M1 receptor response to acetylcholine. activation, % at 3 µM. actives 0.088% (n = 360,000). AID 588819. P11229. CHO-K1 hM1, Fluo-8 calcium fluorescence, ACh EC20; 0% = ACh EC20, 100% = maximal ACh; in the data active = activation above about 19%, passing the limit was not always enough
CHRM4 PAM – potentiates acetylcholine response at human M4 receptor; P08173; CHO-K1 hM4/Gqi5, Fluo-8 calcium fluorescence, ACh EC20; 0% = ACh EC20, 100% = maximal ACh; activation, % at 3 µM; actives 0.4% (n = 360,000); AID 624126;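 active = activation above its plate's cutoff, the mean activation of sample wells plus 3 SD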; also: some results filed as inactive read as strong as hits
CHRM4 antagonist – CHRM4 antagonism in calcium assay. P08173. inhibition, % at 3 µM. actives 0.73% (n = 360,000). CHO-hM4 cells, ACh EC80, Fluo-8 calcium fluorescence;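 active = inhibition above its plate's cutoff, the mean inhibition of sample wells plus 3 SD, cut at about 27% in these data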;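 also: 0% = acetylcholine EC80 with DMSO and 100% = DMSO without agonist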
CHRM5 PAM – potentiates acetylcholine response at human M5 receptor; actives 0.3% (n = 360,000); CHO-K1 hM5, Fluo-8 calcium, ACh EC20 PAM; 0% = ACh EC20, 100% = ACh EC100; activation, % at 3 µM; P08912;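 active = activation above the run cutoff, the mean activation of all test compounds plus 3 SD, cut at about 18% in these data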
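System – CHO-K1 hM5 cells · Compound – 3 µM, single dose · Incubation – compound preincubation 140 s before EC20 acetylcholine addition · Technique – Fluo-8 calcium fluorescence · Measure – Max/basal fluorescence ratio as % of EC20–EC100 ACh window · Benchmarks – low control EC20 acetylcholine (0%), high control EC100 acetylcholine (100%) · Replication – singlicate, one well per test compound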
The depositor's hits bear a star; x = not tested or not shown.

SMILES	M5 antag	M5 ag	M4 ag	CRFBP-R2 block	CRFR2-BP ag	CHRM1 PAM	CHRM4 PAM	CHRM4 antagonist	CHRM5 PAM
COc1ccc(CCNS(=O)(=O)c2ccc(-n3cnnn3)c(OC)c2)cc1OC	21	-3	1	-4	-0.8	10	-1	8	-2
CC1CCN(S(=O)(=O)c2c[nH]c(=O)[nH]c2=O)CC1	8	-2	1	10	-2.0	6	9	-22	-9
Cc1ccc(NC(=O)CCSc2ccccn2)cc1	1	-1	1	16	-0.8	2	-10	10	-1
N#Cc1cccc(CSc2ncnc(N)n2)c1	3	-6	1	0	-1.5	0	-5	1	-3
O=C(Cc1ccc(Br)cc1)Nc1ccc(S(=O)(=O)N2CCCC2)cc1	1	2	26	x	x	-3	-8	7	8
c1cnc2ccc3ncccc3c2c1	1	-4	1	11	5.5	5	-2	-8	12
Cc1ccc(NCCC#N)cc1C	-12	-3	0	-4	3.2	6	18	-20	5
Cc1cc(Br)ccc1N=C1C(=O)Nc2ccccc21	-4	-2	1	-1	-1.0	6	8	-6	2
O=c1cc(N2CCc3ccccc3C2)[nH]c(=O)n1C1CCCCC1	-1	0	1	-7	-1.2	4	16	-3	-2
Cc1ccccc1C(=O)NC(=S)Nc1ccc(N2CCOCC2)cc1	2	1	3	-17	0.1	4	15	-3	9
CCOc1ccc(-n2c(SCC(=O)Nc3ccc4c(c3)OCO4)nc3ccccc3c2=O)cc1	8	0	0	11	-0.8	10	8	4	-2
CCN1C(=O)C(Cc2nc3ccccc3c(=O)n2-c2ccccc2)c2ccccc21 (configuration not stated)	10	1	5	-13	0.3	1	-3	6	-6
NS(=O)(=O)c1ccc(CCNC(=O)c2cccc(OC(F)F)c2)cc1	2	3	1	10	-1.3	6	12	-1	4
Cc1ccnc2nc(C(=O)OC(C)C(=O)NCc3ccccc3)nn12 (configuration not stated)	8	3	0	4	0.4	12	3	3	1
O=C(O)c1ccccc1C(=O)N1CCN(c2ncccn2)CC1	8	-5	2	-4	-0.1	3	2	-23	-1
Cc1ccccc1NC(=O)c1cc(S(=O)(=O)Nc2cccc(C(=O)O)c2)ccc1Cl	-7	-1	1	-1	-1.4	6	9	-13	4
CCn1nnnc1SCC(=O)Nc1ccc(N(C)C)cc1	1	-4	2	8	-1.8	6	-1	-14	2
O=C(CSc1nc2ccccc2c(=O)n1CC1CCCO1)NCc1ccc2c(c1)OCO2 (configuration not stated)	-6	-3	1	5	-3.1	2	6	-9	-7
CC(C)Cc1ccc(C(=O)NCc2ccc3c(c2)OCO3)o1	1	0	1	13	-0.8	9	0	1	0
Cc1ccc(CNC(=O)/C=C/c2ccc(S(=O)(=O)NCc3ccco3)cc2)cc1	13	-3	3	12	-2.1	4	-3	-3	-11
CNC(=O)NC(=O)C(OC(=O)CCNS(=O)(=O)c1ccccc1)c1ccccc1 (configuration not stated)	5	-2	2	-23	2.7	1	-2	-2	-4
COc1ccc(-c2nc3c(Cl)cc(C(F)(F)F)cn3c2Cc2cccc(Cl)c2)cc1OC	6	-5	0	x	x	x	-4	-1	-14
O=C(Cn1cnc2cc([N+](=O)[O-])ccc2c1=O)Nc1cccc(S(=O)(=O)N2CCCCC2)c1	3	4	2	48	0.7	3	3	4	9
O=C(Nc1ccc(N2CCCC2)c(S(=O)(=O)Nc2cccc(C(F)(F)F)c2)c1)c1cccs1	4	-3	0	8	-0.3	1	-7	5	-8
COc1ccc(-c2nnc(SCC(=O)N(C)C3CCS(=O)(=O)C3)n2CC(C)C)cc1 (configuration not stated)	0	1	0	30	-1.3	2	4	-8	-4

Remaining list, next part.
SMILES	M5 antag	M5 ag	M4 ag	CRFBP-R2 block	CRFR2-BP ag	CHRM1 PAM	CHRM4 PAM	CHRM4 antagonist	CHRM5 PAM
CS(=O)(=O)N1CCc2cc(S(=O)(=O)N3CCN(Cc4ccc5c(c4)OCO5)CC3)ccc21	5	2	3	57*	-3.1	4	-12	8	-6
CCOC(=O)C1CCN(S(=O)(=O)c2ccc3c(c2)NC(=O)CS3)CC1	-11	4	3	5	8.1	14	-1	-6	11
Nc1ccc(C2=Nc3cccc4cccc(c34)N2)cc1	-4	-1	1	24	1.0	0	1	2	11
Cc1cccc(C(=O)N2CCN(S(=O)(=O)c3ccc4c(c3)OCCCO4)CC2)c1[N+](=O)[O-]	5	6	5	2	-0.1	-1	-3	5	-7
CCOC(=O)c1cnc(SCc2nc(N)nc(Nc3ccccc3)n2)nc1N	-10	3	4	4	1.5	1	-1	-3	4
O=C(NNc1nc2cc3c(cc2s1)OCCO3)c1ccc(F)cc1	-3	0	2	-16	-0.8	10	3	7	7
CC(C)C[C@H](NC(=O)N1CCn2c1nc1ccccc12)C(=O)NCc1ccco1	2	-4	2	-13	-0.2	5	-1	-1	0
O=C(Cc1cccc(NC(=O)C2CCCN(C(=O)c3ccccc3)C2)c1)Nc1cccc(C(=O)N2CCOCC2)c1 (configuration not stated)	-2	1	0	15	-1.7	-6	-4	3	0
COc1cc(OC)cc(C(=O)OCC(=O)c2cc(C)n(CC3CCCO3)c2C)c1 (configuration not stated)	18	6	10	13	-1.8	-11	-6	6	-21
CC1CN(S(=O)(=O)c2ccc(-c3nc4ccccc4s3)cc2)CC(C)O1 (configuration not stated)	-6	1	0	-16	-2.4	2	5	5	4
O=C(NCc1cccs1)C1CCN(c2nc3ccccc3o2)CC1	-4	-1	0	-1	-3.1	-7	-4	4	-6
COc1ccc(C(=O)N2CCCC(CNC(=O)c3ccc(F)cc3)C2)cc1OC (configuration not stated)	4	-4	1	5	0.5	0	-1	3	-2
O=C(COC(=O)CCC(=O)c1cccs1)NCc1cccs1	13	1	0	0	-0.3	6	-2	17	-4
CCOC(=O)c1cccc(NC(=O)CCc2nc(-c3ccccc3F)no2)c1	11	1	6	3	0.4	-2	-2	-9	-6
CCCN(CC(=O)Nc1ccc(F)c(F)c1F)C(=O)c1ccc(N2CCCC2=O)cc1	7	6	3	1	-0.8	11	8	3	0
COCc1[nH]c(=S)c(C#N)cc1C(=O)OC	6	0	0	-25	-0.8	1	-8	-3	0
Cc1ccc(NC(=O)COC(=O)/C=C/c2cccs2)c(C)c1	0	-2	1	1	-3.7	3	18	-13	9
CC1=NN(C(=O)c2nn(C)cc2Br)C(O)(C(F)(F)F)C1 (configuration not stated)	-1	-2	0	-6	0.3	2	-4	11	-1
Cc1ccccc1C1N=C2Oc3ccccc3C=C2C(=O)N1 (configuration not stated)	6	0	0	x	x	4	3	2	-8
COC(=O)C[C@H]1CC[C@H](NC(=O)Nc2ccccc2)[C@@H](CO)O1	3	0	2	x	x	x	0	-3	-10
CCC1(c2ccccc2)NC(=O)N(CC(=O)Nc2cc(S(=O)(=O)N3CCCCC3)ccc2OC(C)C)C1=O (configuration not stated)	2	-1	1	-7	2.2	5	4	-12	3
CC(=O)Nc1ccc2nc(SCC(=O)Nc3ccc(N4CCOCC4)c(Cl)c3)sc2c1	6	1	6	-5	1.0	10	0	14	-10
CCCN(CC1CC1)C(=S)NC(=O)c1ccccc1Br	7	-3	0	-1	-1.1	6	4	-1	1
CCOC(=O)c1cc(-c2ccccc2)n[nH]1	7	4	0	6	-0.2	12	10	-5	1
COc1ccc(NC(=O)CCN2C(=O)C3CC=CCC3C2=O)cc1S(=O)(=O)N1CCCCC1 (configuration not stated)	2	-2	3	13	-1.7	11	1	1	-3

Part of the list above, as labelled records.
Cc1cccc(C(=O)N2CCN(S(=O)(=O)c3ccc4c(c3)OCCCO4)CC2)c1[N+](=O)[O-]
  M5 antag = 5 | M5 ag = 6 | M4 ag = 5 | CRFBP-R2 block = 2 | CRFR2-BP ag = -0.1 | CHRM1 PAM = -1 | CHRM4 PAM = -3 | CHRM4 antagonist = 5 | CHRM5 PAM = -7
CCOC(=O)c1cnc(SCc2nc(N)nc(Nc3ccccc3)n2)nc1N
  M5 antag = -10 | M5 ag = 3 | M4 ag = 4 | CRFBP-R2 block = 4 | CRFR2-BP ag = 1.5 | CHRM1 PAM = 1 | CHRM4 PAM = -1 | CHRM4 antagonist = -3 | CHRM5 PAM = 4

Following part.
SMILES	M5 antag	M5 ag	M4 ag	CRFBP-R2 block	CRFR2-BP ag	CHRM1 PAM	CHRM4 PAM	CHRM4 antagonist	CHRM5 PAM
COc1cccc(CN2CCN(Cc3ccc(C#CC(C)(C)O)s3)CC2CCO)c1 (configuration not stated)	14	-1	1	-3	0.7	-9	-5	-2	-4
O=C(O)CCN1C(=O)C2C3C=CC(C3)C2C1=O (configuration not stated)	-2	-1	0	-11	1.5	7	-3	9	1
COC(=O)c1ccc(COC(=O)c2cccnc2Cl)cc1	-4	3	10	-3	0.8	2	-3	-5	7
COc1ccc2nc(C)cc(Nc3ccc(C(=O)O)cc3)c2c1	0	-1	3	7	-0.1	-5	2	6	-1
Cc1cccc(NC(=O)CSc2nsc(SCC(=O)Nc3cccc(C)c3)c2C#N)c1	2	-2	1	-2	-1.0	8	4	-9	-4
Cc1ccc(C(C(=O)NCC2CCCO2)N(C(=O)c2snc(C(N)=O)c2N)c2ccccc2F)o1 (configuration not stated)	7	4	22	-41	1.1	-12	-6	-6	-9
C/C(=N/Nc1ccc([N+](=O)[O-])cc1)c1c[nH]c2ccccc12	8	5	4	-58	39	0	0	-2	-5

Exported with the structure last: part of the list above.
| M5 antag | M5 ag | M4 ag | CRFBP-R2 block | CRFR2-BP ag | CHRM1 PAM | CHRM4 PAM | CHRM4 antagonist | CHRM5 PAM | SMILES |
| --- | --- | --- | --- | --- | --- | --- | --- | --- | --- |
| 0 | -2 | 1 | 1 | -3.7 | 3 | 18 | -13 | 9 | Cc1ccc(NC(=O)COC(=O)/C=C/c2cccs2)c(C)c1 |
| -1 | -2 | 0 | -6 | 0.3 | 2 | -4 | 11 | -1 | CC1=NN(C(=O)c2nn(C)cc2Br)C(O)(C(F)(F)F)C1 (configuration not stated) |
| 6 | 0 | 0 | x | x | 4 | 3 | 2 | -8 | Cc1ccccc1C1N=C2Oc3ccccc3C=C2C(=O)N1 (configuration not stated) |
| 3 | 0 | 2 | x | x | x | 0 | -3 | -10 | COC(=O)C[C@H]1CC[C@H](NC(=O)Nc2ccccc2)[C@@H](CO)O1 |
| 2 | -1 | 1 | -7 | 2.2 | 5 | 4 | -12 | 3 | CCC1(c2ccccc2)NC(=O)N(CC(=O)Nc2cc(S(=O)(=O)N3CCCCC3)ccc2OC(C)C)C1=O (configuration not stated) |
| 6 | 1 | 6 | -5 | 1.0 | 10 | 0 | 14 | -10 | CC(=O)Nc1ccc2nc(SCC(=O)Nc3ccc(N4CCOCC4)c(Cl)c3)sc2c1 |
| 7 | -3 | 0 | -1 | -1.1 | 6 | 4 | -1 | 1 | CCCN(CC1CC1)C(=S)NC(=O)c1ccccc1Br |
| 7 | 4 | 0 | 6 | -0.2 | 12 | 10 | -5 | 1 | CCOC(=O)c1cc(-c2ccccc2)n[nH]1 |
| 2 | -2 | 3 | 13 | -1.7 | 11 | 1 | 1 | -3 | COc1ccc(NC(=O)CCN2C(=O)C3CC=CCC3C2=O)cc1S(=O)(=O)N1CCCCC1 (configuration not stated) |
| 14 | -1 | 1 | -3 | 0.7 | -9 | -5 | -2 | -4 | COc1cccc(CN2CCN(Cc3ccc(C#CC(C)(C)O)s3)CC2CCO)c1 (configuration not stated) |
| -2 | -1 | 0 | -11 | 1.5 | 7 | -3 | 9 | 1 | O=C(O)CCN1C(=O)C2C3C=CC(C3)C2C1=O (configuration not stated) |
| -4 | 3 | 10 | -3 | 0.8 | 2 | -3 | -5 | 7 | COC(=O)c1ccc(COC(=O)c2cccnc2Cl)cc1 |
| 0 | -1 | 3 | 7 | -0.1 | -5 | 2 | 6 | -1 | COc1ccc2nc(C)cc(Nc3ccc(C(=O)O)cc3)c2c1 |
